Bioassay records as filed in PubChem.
H9c2 TAG inh – inhibitors of triacylglycerol accumulation, primary screen, cell-based, uHTS, fluorescence, H9c2; inhibition, % at 12.5 µM; H9c2 cells, Nile Red lipid (TAG) fluorescence; cells loaded with 200 µM oleic acid; AID 651582, 2012; 230,000 tested, 0.66% active;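 active = pattern-corrected inhibition of lipid staining of at least 50% with the nuclear-stain viability signal not falling by more than 50%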;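 also: 0% = DMSO wells and 100% = triacsin C control wells; some results filed as inactive read as strong as hits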
H9c2 TAG inh DAPI viability – further read-out of H9c2 TAG inh, marked with its call; DAPI nuclei signal change (viability), lower = more cytotoxic, %;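 whole-well DAPI fluorescence read on a plate reader as a viability signal; minus 50 percent equals half of cells still viable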
* = called active by the depositor. An excerpt (hit frequency here may not be typical).

No. | SMILES | H9c2 TAG inh DAPI viability | H9c2 TAG inh
1 | O=C(COC(=O)C12CC3CC(CC(O)(C3)C1)C2)Nc1ccccc1OC(F)F | -4.8 | -11.2
2 | COc1ccccc1C1/C(=C(/O)c2ccc(OC(C)C)cc2)C(=O)C(=O)N1c1cc(C)on1 (configuration not stated) | 14.5 | -14.9
3 | CCOC(=O)Cc1csc(N(C)C)n1 | -0.2 | -4.6
4 | S=C(Nc1ccccc1)Nc1ccccc1-n1cccc1 | 1.9 | -2.5
5 | Cn1ncc2c(c(SCc3ccc(Cl)cc3Cl)nn2C)c1=O | -2.7 | 6.9
6 | Cc1cc(Br)ccc1NC(=O)CN(C)C(=O)c1ccc2ccccc2n1 | 5.3 | 20.9
7 | COc1ccccc1NS(=O)(=O)c1ccc(C)c(C(=O)N2CCCC2)c1 | 5.2 | -10.7
8 | Cc1cn([C@H]2C[C@H](O)[C@@H](CCC(=O)NCc3ccco3)O2)c(=O)[nH]c1=O | -5.1 | 21.3
9 | O=C(NCCN1CCOCC1)c1ccc(=O)oc1 | -3.1 | 5.8
10 | COc1ccc(-c2noc(CN3CCCCC3c3nccn3C)n2)cc1 (configuration not stated) | -5.0 | 5.1
11 | CC(C)(C)OC(=O)NCc1ccc(NC(=O)c2nc[nH]c2C(=O)NCCCCNC(=O)c2[nH]cnc2C(=O)Nc2ccc(CNC(=O)OC(C)(C)C)cc2)cc1 | -50.1 | 79.9
12 | O=C(CCNS(=O)(=O)c1ccccc1F)NCc1ccc2c(c1)OCO2 | -6.1 | 16.1
13 | CCN(c1ccc(NC(=O)CCc2nc3sc4c(c3c(=O)[nH]2)CCCC4)cc1)C(C)C | 5.0 | 11.1
14 | O=C(N/N=C/c1ccccc1O)C(=O)N1CCCCCC1 | -15.2 | -7.2
15 | O=C(c1ccc(NC2=NC3CS(=O)(=O)CC3S2)cc1)N1CCc2ccccc2C1 (configuration not stated) | -2.1 | -7.9
16 | O=C(CNC1CCCCC1)Nc1cccc(C(F)(F)F)c1 | -7.8 | 9.4
17 | CCc1ccccc1Oc1ccc(S(=O)(=O)N2CCN(C)CC2)cn1 | 5.6 | -4.3
18 | CCOc1ccc(S(=O)(=O)N2CCN(CN3C(=O)CC4(CCCC4)C3=O)CC2)cc1 | -8.6 | 4.3
19 | CC1(c2ccccc2Cl)NC(=O)N(CC(=O)N2CCc3ccccc3C2)C1=O (configuration not stated) | -3.7 | 10.2
20 | COc1cccc(/C=C/C(=O)c2cccc([N+](=O)[O-])c2)c1OC | -2.0 | -9.2
21 | Cc1cc(C)cc(NC(=O)Nc2ccc3c(c2)N(C)C(=O)CS3)c1 | -6.7 | 0.5
22 | O=[N+]([O-])c1ccc(N/N=C/c2c[nH]c3ccccc23)c(S(=O)(=O)Nc2ccc(Cl)cc2)c1 | 3.6 | -37.0
23 | Cc1cccc(CCN2CCN=C2Nc2ccccc2)c1 | -4.8 | 7.5
24 | CCC(=O)Nc1ccc(NC(=O)c2cccc3c(Br)cccc23)cc1 | 3.1 | -2.2
25 | CCC(Sc1nc2c(cnn2-c2ccc(Cl)cc2)c(=O)[nH]1)C(=O)OC (configuration not stated) | -1.9 | -7.5
26 | O=c1ccc(-c2ccccc2)nn1Cc1ccc(Cl)cc1 | -1.7 | -1.7
27 | CSc1cccc(NC(=O)/C=C/c2ccco2)c1 | -12.6 | 15.3
28 | O=C(CCNS(=O)(=O)c1cccc2nsnc12)NCc1cccs1 | 9.0 | -11.1
29 | CCOC(=O)C1(Cc2ccccc2)CCCN(Cc2ccncc2)C1 (configuration not stated) | 4.5 | -28.8
30 | CCOC(=O)c1[nH]cnc1C(=O)NCc1ccccc1 | -3.2 | 3.0

Profiles, quoted from the list.
COc1ccc(-c2noc(CN3CCCCC3c3nccn3C)n2)cc1 (configuration not stated) is listed as H9c2 TAG inh DAPI viability = -5.0; H9c2 TAG inh = 5.1
Cc1cn([C@H]2C[C@H](O)[C@@H](CCC(=O)NCc3ccco3)O2)c(=O)[nH]c1=O is listed as H9c2 TAG inh DAPI viability = -5.1; H9c2 TAG inh = 21.3
O=C(CNC1CCCCC1)Nc1cccc(C(F)(F)F)c1 is listed as H9c2 TAG inh DAPI viability = -7.8; H9c2 TAG inh = 9.4

More structures follow:
No. | SMILES | H9c2 TAG inh DAPI viability | H9c2 TAG inh
31 | COC(=O)CC1(C(=O)OC)Oc2ccc(Br)cc2C(=O)N1c1ccc(Br)cc1Cl (configuration not stated) | 3.7 | -2.0
32 | CCC(C)NCCCCOc1cc(C)cc(C(C)C)c1 (configuration not stated) | 9.7 | 18.9
33 | COc1ccc(C(NC(=O)C2CCN(CCc3ccccc3)CC2)c2ccccn2)cc1 (configuration not stated) | -9.2 | 14.3
34 | COC(=O)c1ccc(CNC(=O)c2ccc3c(c2)S(=O)(=O)N=C2CCCCCN23)cc1 | 1.9 | -42.1
35 | CN(C(=O)COC(=O)CNC(=O)c1ccc2ccccc2c1)c1c(N)n(Cc2ccccc2)c(=O)[nH]c1=O | 0.0 | -10.0
36 | Cc1cc(C)cc(OCC(=O)NNC(=O)CC(C)c2ccccc2)c1 (configuration not stated) | -5.3 | 1.4
37 | CC(=O)c1cccc(-c2cnc3c(NC=O)cc(-c4ccc(N5CCN(C)CC5)cc4)cn23)c1 | -13.1 | 21.9
38 | COc1cccc(C(=O)N2CCN(C(=O)c3cccs3)CC2)c1OC | 8.0 | -0.3
39 | Cn1c(SCC(=O)Nc2ccc3[nH]c(=O)[nH]c3c2)nnc1-c1ccccc1 | 2.7 | 13.8
40 | CCOc1ccccc1NC(=O)CCS(=O)(=O)c1ccc(OC)cc1 | -2.9 | -0.4
41 | CCOC(=O)c1sc(NC(=O)Nc2ccc(Cl)cc2)nc1C | 13.9 | -18.4
42 | CCc1nc(N2CCN(Cc3ccc4c(c3)OCO4)CC2)c2oc3ccccc3c2n1 | 2.5 | -2.5
43 | O=C(N/N=C/c1c(O)ccc2ccccc12)c1ccc(Br)o1 | -3.1 | 15.8
44 | CCCc1nc2cc(Cl)c([N+](=O)[O-])cc2o1 | 11.7 | 0.5
45 | CCN1CCN(C(=O)C2CCN(C(=O)Nc3ccccc3)CC2)CC1 | -7.9 | -3.9
46 | Cc1cnc(C(=O)OCC(=O)c2ccc(F)cc2)cn1 | -3.1 | -8.6
47 | Cc1cc(C)n2nc(SCC(=O)c3c(N)n(CC(C)C)c(=O)n(C)c3=O)nc2n1 | 4.6 | -11.3
48 | O=C(Nc1cccc(C(=O)NC2CCCC2)c1)c1ccccc1 | 4.8 | 5.7
49 | CC(NC(=O)COC(=O)c1ccc2c(c1)OCO2)c1ccccc1 (configuration not stated) | -0.4 | 2.5
50 | CCC/C(=N\NC(=O)c1csc(C)c1C)c1cccs1 | 6.5 | -14.3
51 | Cc1nn(C(=O)c2cccc([N+](=O)[O-])c2)c(C)c1Sc1ccccc1 | -10.4 | 3.0
52 | Cn1c(=O)c2cc(NC(=O)NCCc3ccccc3)ccc2n1Cc1ccccc1 | 20.0 | -12.4
53 | O=C(CCNC(=O)Cn1cnc2ccccc2c1=O)NCCC1=CCCCC1 | -8.0 | 7.9
54 | CN(C)S(=O)(=O)c1cccc(NC(=S)N2CCc3ccccc32)c1 | -10.8 | 7.8
55 | CC(C)(C)OC(=O)C[C@H]1C/C=C\C[C@@H](CC(=O)N[C@@H](CO)Cc2ccccc2)C(=O)NC[C@H](c2ccccc2)OC1=O | -11.4 | 6.7
56 | CC(C)Cc1nc2ccccc2[nH]1 | 7.7 | 1.9
57 | COc1ccccc1NNC(=O)c1cccnc1Oc1ccccc1 | -4.8 | -4.2
58 | O=c1cc(SCc2ccc(Cl)cc2Cl)nc[nH]1 | 9.7 | 0.0
59 | COCCCNC(=O)c1ccc(Cn2c(=O)c3ccccc3n(CC(=O)NCc3ccco3)c2=O)cc1 | -8.1 | 6.4
60 | CCN1CCCC1CNc1ncnc2c1[nH]c1ccc(Cl)cc12 (configuration not stated) | 6.0 | 26.1

Taken from the entries so far (2 entries):
No. | SMILES | H9c2 TAG inh DAPI viability | H9c2 TAG inh
50 | CCC/C(=N\NC(=O)c1csc(C)c1C)c1cccs1 | 6.5 | -14.3
51 | Cc1nn(C(=O)c2cccc([N+](=O)[O-])c2)c(C)c1Sc1ccccc1 | -10.4 | 3.0

Back to the main list; the 2 compounds before the break are reprinted first.
No. | SMILES | H9c2 TAG inh DAPI viability | H9c2 TAG inh
59 | COCCCNC(=O)c1ccc(Cn2c(=O)c3ccccc3n(CC(=O)NCc3ccco3)c2=O)cc1 | -8.1 | 6.4
60 | CCN1CCCC1CNc1ncnc2c1[nH]c1ccc(Cl)cc12 (configuration not stated) | 6.0 | 26.1
61 | CC1(C)OC(=O)N(Cc2ccco2)C1(C)O (configuration not stated) | -3.5 | -3.2
62 | O=C(OCC#CCSc1nc2ccccc2o1)c1cc2ccccc2o1 | -4.4 | -2.8
63 | NC(=O)c1nc(C(=O)N2CCN(c3ccccc3)CC2)c2ccccc2n1 | -11.4 | 17.7
64 | O=C(COC(=O)Cc1ccc(Br)cc1)NC1CCCCC1 | 3.2 | -11.7
65 | CCc1nc2c(OCc3ccc(C(F)(F)F)cc3)cccn2c1N(C)C(=O)CC(C)C | -9.8 | 0.9
66 | O=c1c2ccccc2nc(/C=C/c2cc(Br)ccc2O)n1CCO | 3.0 | 11.1
67 | Nn1c(SCC(=O)Nc2cccc(C(F)(F)F)c2)nncc1=O | -12.0 | 18.8
68 | COC(C(=O)C(O)C(C)O)C1Cc2cc3cc(OC4CC(OC5CC(O)C(O)C(C)O5)C(O)C(C)O4)c(C)c(O)c3c(O)c2C(=O)C1OC1CC(OC2CC(OC3CC(O)C(OC)C(C)O3)C(O)C(C)O2)C(O)C(C)O1 (configuration not stated) | -53.8 | 93.8
69 | O=c1[nH]c(CN2CCN(c3ccccn3)CC2)nc2c(Br)cc(Br)cc12 | 3.0 | 3.1
70 | Cc1ccccc1-n1cc(-c2ccc(Br)cc2)nc1SCC(N)=O | -7.4 | 1.1
71 | CN(C(=O)COC(=O)c1ccccc1C(=O)N1CCN(c2ccccc2)CC1)c1ccccc1 | -5.3 | 3.7
72 | NC(=Nc1ccccc1)NC(=O)c1nc(Cl)c(N)nc1N | -3.5 | 15.2
73 | Cc1nc(-c2ccc(C(=O)Nc3ccc(F)cc3)cc2)cs1 | 12.3 | -10.3
74 | Cc1cc(C)n(-c2cc(Cl)cc(Cl)c2)c(=O)c1C#N | 0.7 | 2.7
75 | CCN1C=C(C(=O)c2ccccc2)C(=O)CC1 | -3.7 | 12.9
76 | O=C(Nc1cccc(S(=O)(=O)N2CCCC2)c1)c1ccco1 | 6.1 | -11.0
77 | CCn1cc(CN2CCC(n3nccc3NC(=O)c3ccc4c(c3)OCO4)CC2)c(C)n1 | 0.9 | 1.8
78 | COc1ccc(-c2ccc(CCC(=O)O)n2-c2ccc(O)cc2)cc1 | 6.8 | 2.2
79 | CC(=O)c1c(C)[nH]c(C(=O)CN2C(=O)NC(C)(c3ccc4c(c3)OCO4)C2=O)c1C (configuration not stated) | -3.0 | 5.9
80 | Cc1ccsc1C1C(C#N)=C(N)Oc2n[nH]c(C)c21 (configuration not stated) | 3.1 | 0.6
81 | Nc1nonc1C(=O)N/N=C/c1ccc(-c2ccc(Cl)c(C(=O)O)c2)o1 | -2.2 | 7.2
82 | CCOC(=O)N1CCC(NC(=O)c2cc(C(=O)NCC(OC)OC)ccc2CO)CC1 | 6.1 | -6.6
83 | O=C(Cc1ccccc1)NCc1n[nH]c(=S)n1-c1ccc(Br)cc1 | 15.6 | 3.3
84 | COc1ccc(CNC(=O)C[C@H]2C(=O)N(Cc3ccccc3)C[C@@H]2Cc2ccccc2)cc1 | 5.9 | -10.4
85 | COc1ccc(Br)cc1/C=N/NC(=O)c1ccc(COc2ccc3c(c2)CCC3)o1 | -4.8 | 11.7
86 | CC(=O)N1CCc2c(sc(NC(=O)CS(=O)(=O)c3ccc(F)cc3)c2C#N)C1 | 0.8 | -5.7
87 | O=C(NCc1cccs1)c1cc(S(=O)(=O)N2CCOCC2)ccc1N1CCCC1 | 2.9 | 16.2
88 | O=S(=O)(/C=C/c1ccccc1)N1CCN(Cc2ccccc2)CC1 | 0.1 | -2.3
89 | CCOC(=O)C1(C(=O)OCC)NC(=O)CC1CC(C)C (configuration not stated) | -6.8 | 5.8
90 | COc1ccc(Br)cc1CN1CCN(C(=O)c2ccc(F)cc2)CC1 | -8.3 | -5.1
91 | Cc1ccccc1N=Cc1c(O)n(-c2nccs2)c(=O)c2ccccc12 | 6.8 | -2.3
92 | COc1ccc(C(=O)NCCSCc2ccc(C)cc2)cc1 | 0.2 | -7.7

Of the compounds above, 3 contain a CF3 group.
No. | SMILES | H9c2 TAG inh DAPI viability | H9c2 TAG inh
16 | O=C(CNC1CCCCC1)Nc1cccc(C(F)(F)F)c1 | -7.8 | 9.4
65 | CCc1nc2c(OCc3ccc(C(F)(F)F)cc3)cccn2c1N(C)C(=O)CC(C)C | -9.8 | 0.9
67 | Nn1c(SCC(=O)Nc2cccc(C(F)(F)F)c2)nncc1=O | -12.0 | 18.8
